Screens deposited in PubChem BioAssay by National Center for Advancing Translational Sciences (NCATS).
Sm TGR inh: qHTS Assay for the Inhibitors of Schistosoma Mansoni Peroxiredoxins; Schistosoma mansoni thioredoxin glutathione reductase (TGR), Q962Y6; purified TGR, DTNB reduction, TNB absorbance 405 nm; Potency, µM (highest dose often 114 µM), for the others: at the highest dose activity change, negative = inhibition, most hits filed as inhibitors; actives 3% (n = 360,000); AID 485364, 2010; note: nearly all actives have a fitted effect of over 60% in size
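First, TGR (20 nM dispensed) and NADPH were mixed with compound. Second, a 15 min room-temperature incubation followed. Third, further NADPH and then DTNB were added to start the reaction. Finally, TNB absorbance was monitored kinetically.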
HCV inhibitor: qHTS Assay for Inhibitors of Hepatitis C Virus (HCV); actives 3.4% (n = 340,000); Huh7.5.1 HCVcc-Cre infection, luciferase reporter, 44 h; Potency, µM (highest dose often 41.8 µM), for the others: top-dose activity change, negative = inhibition, hits mostly inhibitors
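Seed cells (1,000/well) for 4 h; treat with compound and infect with HCVcc-Cre, moi about 0.5. Incubate 44 h, then detect luciferase activity.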
Pf growth 48h: Primary qHTS for delayed death inhibitors of the malarial parasite plastid, 48 hour incubation; P. falciparum luciferase growth in erythrocytes, 48 h; Potency, µM (series often up to 28.7 µM), without a hit: at the highest dose activity change, negative = inhibition, most hits filed as inhibitors; actives 5.9% (n = 310,000)
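In quantitative HTS format, infected erythrocytes bearing luciferase-reporter parasites were treated for a single generation at 37 C. Luminescence after adding detection reagent served as the growth measure.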
TbPYK inhibitor: qHTS of Trypanosoma Brucei Inhibitors | TbPYK enzyme, Kinase-Glo Plus ATP luminescence, 45 min | Potency, µM (series often up to 76.8 µM), for inactives: top-dose activity, negative = inhibition, actives largely listed as inhibitors | actives 0.12% (n = 410,000) | AID 624173, 2012; note: nearly all actives have a fitted effect of over 50% in size
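Enzyme and substrate buffer are dispensed first and compound is pin-transferred. ADP at 130 uM final then starts the reaction, which runs 45 min at room temperature. Detection reagent is added for 10 min before luminescence is imaged.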
Pf growth 96h: Primary qHTS for delayed death inhibitors of the malarial parasite plastid, 96 hour incubation; P. falciparum luciferase reporter growth, 96 h; Potency, µM (top dose mostly 28.7 µM), without a hit: at the top dose activity change, negative = inhibition, actives largely listed as inhibitors; actives 6.9% (n = 320,000); AID 504834, 2011
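Two-generation exposure (96 h) targets delayed-death phenotype. Reporter parasites carrying integrated firefly luciferase, in red cells at 2% hematocrit and 0.05% parasitemia final, kept at 37 C, 5% CO2; luminescence loss indicates inhibition.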
LmPK inhibitor: qHTS Assay for Inhibitors of Leishmania Mexicana Pyruvate Kinase (LmPK); Q27686; purified LmPK, Kinase-Glo ATP luminescence, 1 h; Potency, µM (titrated, usually from 57.5 µM), without a hit: at the highest dose activity change, negative = inhibition, actives largely listed as inhibitors; actives 0.37% (n = 290,000)
Target sequence (Q27686 whole entry, looked up): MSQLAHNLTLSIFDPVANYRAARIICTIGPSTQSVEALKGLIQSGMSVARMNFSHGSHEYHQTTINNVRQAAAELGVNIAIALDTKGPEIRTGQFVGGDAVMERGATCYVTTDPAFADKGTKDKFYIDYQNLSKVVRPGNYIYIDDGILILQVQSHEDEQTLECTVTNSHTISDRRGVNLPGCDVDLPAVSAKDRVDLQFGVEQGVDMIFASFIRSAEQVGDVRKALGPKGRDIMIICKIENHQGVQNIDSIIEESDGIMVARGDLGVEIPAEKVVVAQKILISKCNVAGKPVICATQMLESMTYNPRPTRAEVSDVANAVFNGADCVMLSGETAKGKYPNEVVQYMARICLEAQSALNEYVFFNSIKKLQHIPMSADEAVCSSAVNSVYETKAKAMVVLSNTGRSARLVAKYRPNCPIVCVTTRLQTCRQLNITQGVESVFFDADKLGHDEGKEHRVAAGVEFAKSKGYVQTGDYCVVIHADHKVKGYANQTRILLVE
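Purified LmPK (0.1 nM) converted ADP (0.1 mM) to ATP with PEP (0.5 mM) in imidazole buffer pH 7.2 with KCl and MgCl2, 1 h at room temperature. ATP was read by Kinase-Glo luminescence; data normalized to uninhibited and no-enzyme controls.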
* marks the source's active call; other numbers are inactive results; ? = inconclusive; · = no result given; & = joins results of further samples; [ ] = another dose, or the depositor's remark. Calls come from the whole dose curve; as a rule, active = well fitted curve in the direction sought with a large enough effect; inconclusive = small, poorly fitted or top-dose-only effect, or another doubt; inactive = no such curve, though single readings can be large; an effect the other way counts as inactive or inconclusive. % is set by controls: 0 for no effect and ±100 for the full control effect; potency is the fitted concentration of half-maximal effect.

SMILES	Sm TGR inh	HCV inhibitor	Pf growth 48h	TbPYK inhibitor	Pf growth 96h	LmPK inhibitor
Cc1occc1-c1nnc(SCC(=O)Nc2ccccc2)n1C	3.5%[57.1 µM]	-6.6%	5.2%	0.6%	2.2%	1.0%
Cc1ccc(NC(=O)COC(=O)C2(c3ccc(Cl)cc3)CCCC2)cc1	3.3%	?	?	5.4%	?	3.4%
Cn1cccc1Cc1nnc(SCC(=O)NC2CCCCC2)n1CCc1ccccc1	-8.8%	1.7%	?	-8.4%	-3.7%	0.2%
Cc1ccc(-n2c(C)cc(C(=O)CSc3nncs3)c2C)cc1	-14.3%	?	140.5%[activator]	-16.3%	7.9%	-7.6%
CCC(C)NC(=O)CSc1nnc(-c2cc(-c3ccc(C)cc3)nc3ccccc23)n1N (stereo not given)	-17.1%	-1.9%	·	-15.2%	11.7µM*	6.8%
Cc1cccc(CN2CCN(Cc3ccc4nonc4c3)CC2CCO)n1 (stereo not given)	?	14.7%	9.8%	0.9%	?	0.0%
COc1ccc(C(=O)Cc2ccc(OC)c(OC)c2)c(OC)c1	-10.9%	?	-5.5%	-1.6%	·	11.6%
Cc1ccc(C(C(=O)NC2CCCCC2)N(Cc2cccnc2)C(=O)c2csnn2)cc1 (stereo not given)	-6.7%	9.4%	-24.6%	-4.8%	-14.9%	-8.7%
COc1ccc(N(CC(=O)NCc2ccccc2)C(=O)CCC(=O)Nc2cc(C)ccn2)c(OC)c1	2.4%	9.8%	1.65µM*	-0.6%	0.465µM*	4.9%
COC(=O)/C=C1\S/C(=N/N=C/c2ccco2)NC1=O	-23.0%	5.7%	-12.1%	-19.0%	75.2%[activator]	-16.6%
CNC(=S)NCc1ccc2[nH]c3c(c2c1)CCCC3	-31.7%	-5.6%	11.0%	-6.1%	55.8%[1.15 µM]	1.2%
CC(C)(C)C(=O)Nc1ccc(C(=O)Nc2cccc(Oc3ccc(C(=O)O)c(C(=O)O)c3)c2)cc1	-9.1%	1.3%	1.8%	-2.9%	-23.1%	-9.4%
CCn1c(CSc2nc(C)cc(C)n2)nnc1SCC(=O)Nc1cccc2ccccc12	0.0%	?	-24.5%	-26.2%	·	0.1%
CN(C)C(=O)c1ccc(-c2cc(C(F)(F)F)n(C)n2)s1	10.3%	-20.9%	11.2%	9.9%	21.9%	0.3%
CCCNC(=O)c1ccc(N2CCC3(CC2)CC(c2cccc(Br)c2)=NO3)c(N)c1	-1.0%	?	11.7µM*	-9.8%	?	·
COc1ccc(Nc2ncc(C#N)c(N)n2)c(OC)c1	-1.7%	-1.4%	34.4%[activator]	-1.0%	25.8%	-2.3%
COc1cccc(CNC(=O)CCNS(=O)(=O)c2ccc3[nH]c(=O)oc3c2)c1	2.6%	-5.2%	4.1%	1.0%	?	-1.4%
O=C1CN(C(=O)COC(=O)/C=C/c2ccc(OC(F)F)cc2)c2ccccc2N1	0.6%	?	-18.9%	-4.6%	?	3.6%
CCOC(=O)C1CCN(C(=O)CN(C)S(=O)(=O)c2ccc3c(c2)c(=O)n(C)c(=O)n3C)CC1	3.0%	5.7%	6.0%	-7.5%	4.7%	-2.3%
COc1ccc(S(=O)(=O)N2CCCCC2)cc1NC(=O)CSc1ncccn1	-5.5%	14.7%	?	0.7%	11.7µM*	·
CCCCn1c(=O)c(C(=O)Nc2ccccc2S(N)(=O)=O)c(O)c2ccccc21	-6.3%	?	-0.6%	-2.6%	26.3%[5.75 µM]	0.2%
Oc1cccc(/C=N/N=C/c2cccc(O)c2O)c1O	-32.1%	-7.3%	13.1µM*	-12.5%	?	3.4%
Cc1cc(=O)[nH]c(N/N=C/c2ccc(OC(=O)c3ccco3)cc2)n1	2.0%	10.7%	43.0%[activator]	2.0%	67.3%[activator]	-1.1%
CCC(c1nnnn1C(C)(C)CC)N(CCCN1CCOCC1)Cc1cc2cccc(C)c2[nH]c1=O (stereo not given)	-29.8%	12.4%	·	-3.5%	?	-1.8%

(more compounds)
Values run as follows: Sm TGR inh	HCV inhibitor	Pf growth 48h	TbPYK inhibitor	Pf growth 96h	LmPK inhibitor
> CCN(C(=O)/C=C/c1ccc2c(c1)OCO2)c1ccccc1
    -5.0%	-6.2%	70.7%[activator]	-8.9%	6.8%	-0.3%
> Cc1cc(S(=O)(=O)NC2CCCCC2)ccc1OCC(=O)NCC1CCCO1 (stereo not given)
    5.8%	0.4%	-5.3%	-1.3%	41.5%[activator][5.75 µM]	1.6%
> CCOc1cc(CNC2CCCC2)cc(Cl)c1OCc1ccc(F)cc1
    0.9%	3.98µM*	0.0%	-4.2%	·	1.5%
> CC(/C=C1\SC(=S)N(CCC(=O)Nc2ccccc2O)C1=O)=C\c1ccccc1
    3.6%	·	?	0.5%	?	0.6%
> O=c1oc2ccccc2c2oc3cc(O)c(O)cc3c12
    0.0%	-20.8%	32.2%[activator]	-18.1%	70.8%[activator]	-15.8%
> O=C(Nc1cccc(-c2csc(Nc3ccc(Cl)cc3)n2)c1)c1cccc(C(F)(F)F)c1
    8.6%	3.16µM*	?	0.1%	?	2.8%
> S=c1[nH]nc(COc2ccc(Cl)cc2)o1
    -4.5%	2.1%	-35.9%	?	28.5%	4.3%
> Cc1ccc(C)c(NC(=O)c2cc(-c3ccccc3)nn2-c2ccccc2)c1
    11.1%	11.2µM*	?	-2.9%	?	-1.0%
> COc1ccc2oc(C(=O)OCC(=O)N3CCN(S(=O)(=O)c4ccc(C)cc4)CC3)c(C)c2c1
    0.7%	?	-9.2%	-0.2%	1.7%	-3.1%
> O=C(c1ccccc1)N(Nc1ccccc1)c1ccccc1
    -6.9%	-14.4%	22.0%	2.4%	17.2%	3.9%
> COc1ccccc1CNC(=O)COC(=O)c1ccc(S(=O)(=O)N2CCCC2)cc1
    5.0%	6.2%	48.8%[activator]	1.2%	?	10.4%
> N#CC1=C(N)Oc2cc(O)ccc2C1c1ccncc1 (stereo not given)
    -28.8%	26.4%	0.3%	-4.9%	9.28µM*	-2.8%
> O=C(NCCCc1ccccc1)c1cncc(Br)c1
    11.7%	1.6%	40.5%[activator]	1.0%	32.7%[activator]	0.2%
> COc1ccc(NC(=O)CSc2ccccn2)cc1
    -6.1%	-1.8%	130.5%[activator]	3.2%	?	4.1%
> NC(=O)c1nsc(C(=O)N(c2ccc(F)cc2)C(C(=O)NCC2CCCO2)c2ccc3ncccc3c2)c1N (stereo not given)
    8.6%	-2.2%	?	-6.3%	24.9%	-4.0%
> C/C(=N\NC(=O)c1nnn(-c2nonc2N)c1CN(C)c1ccccc1)c1cccc(O)c1
    4.7%	1.6%	12.6%	3.0%	24.5%	-0.8%
> CCN(CCCNC(=O)C1CCCN(S(=O)(=O)c2cnc[nH]2)C1)c1ccccc1 (stereo not given)
    ?	16.1%&-10.7%	2.5%	-3.6%	-68.3%	0.6%
> CCc1ccccc1NC1=NCC(=O)N1Cc1ccc2c(c1)OCO2
    -15.0%	-16.2%	-19.4%	-4.5%	4.15µM*	1.8%
> CCOc1cc(C(=O)NC2CC(C)(C)NC(C)(C)C2)cc(OCC)c1OCC
    30.3%	?	0.0%	-1.1%	0.0%	1.7%
> CC1CC(=O)Nc2ccccc2N1C(=O)Nc1ccc(F)cc1F (stereo not given)
    -0.5%	14.6%	1.9%	-0.1%	19.2%	1.4%
> C/C=C/c1ccc(OCCCNC2CCCC2)c(OC)c1
    -23.6%	0.891µM*	?	-0.1%	·	-1.4%
> CC(C)CC(=O)Nc1ccc(Oc2ccc(NC(=O)CC(C)C)cc2)cc1
    -3.3%	-4.2%	19.6%	1.8%	?	13.1%
> COc1ccccc1CC1(C)NC(=O)N(CC(=O)N2CC(C)OC(C)C2)C1=O (stereo not given)
    0.0%	17.3%	6.3%	5.6%	0.522µM*	-0.4%
> Cc1ccc(OCC(=O)OC2CCS(=O)(=O)C2)cc1 (stereo not given)
    0.0%	18.3%	20.4%	5.8%	50.8%[activator]	6.3%
> C=CCNc1nc(Cl)nc(Nc2ccc(OC)cc2OC)n1
    ?	?	?	1.1%	24.8%	2.3%
> CCOP(=S)(OCC)Oc1nc(Cl)c(Cl)cc1Cl
    6.8%	-1.4%	38.4%[activator]	-23.0%	?	·
> CCN(CC)CCCn1c2c(c(SCC(=O)Nc3nccs3)nc1=O)CCC2
    5.0%	-4.6%	-3.6%	1.6%	-9.4%	·
> O=C(OCC(=O)N(C1CCCCC1)C1CCCCC1)c1ccccc1O
    -4.1%	-23.6%	?	-3.3%	?	-0.4%
> Cc1cccc(C(=O)NC2CCN(CC(=O)Nc3ccccc3Cl)CC2)c1
    -19.3%	5.9%	0.6%	-0.7%	109.2%[activator]	4.9%
> CCOc1ccc(S(=O)(=O)Nc2cccc(C(=O)NCC(c3ccccc3)N(C)C)c2)cc1 (stereo not given)
    2.0%	?	19.8%	-17.3%	?	·
> CC(C)c1ccc(NC(=O)NCc2ccc(F)cc2)cc1
    ·	?	?	-1.0%	33.1%[activator]	0.3%
> CCOC(=O)N1N=C(CC)CC1(O)C(F)(F)F (stereo not given)
    3.8%	4.4%	13.2%	2.7%	-6.7%	5.1%
> CCN1CCN(C(=O)c2c(-c3c(Cl)cccc3Cl)noc2C)CC1
    1.4%	4.7%	-15.4%	-7.3%	0.5%	3.7%
> CCCn1c(SCC(=O)C(C)(C)C)nc2ccccc21
    -0.2%	0.9%	-17.7%	-15.3%	7.7%	4.5%
> Cc1ccc(NS(=O)(=O)c2c(C)[nH]c(C)c2C(=O)N2CCCCC2)cc1Cl
    0.8%	17.9%	17.5%	-2.9%	36.8%[activator]	0.1%
> Cc1c(NC(=O)CN2C(=O)c3cccc4cccc2c34)c(=O)n(-c2ccccc2)n1C
    -2.0%	11.9%&24.2%	11.6%	32.6%	·	8.1%
> c1nc(NC2CCCCCC2)c2[nH]cnc2n1
    -2.6%	1.7%	?	0.2%	?	-3.0%
> COc1ccc(C(=O)NC(=S)NCc2ccco2)cc1OC
    ?	-10.0%	-0.1%	-2.9%	7.38µM*	6.2%
> O=C(C1CCC(CNS(=O)(=O)c2ccccc2)CC1)N1CCOCC1 (stereo not given)
    5.6%	2.2%	36.0%[activator]	-9.3%	0.0%	-7.5%
> CCOC(=O)Cn1c2c(c(=N)c3c1CCC3)CCCC2
    2.9%	5.6%	?	5.0%	0.185µM*	-6.4%

A draw from above in order of number of heavy atoms, lowest first:
Values run as follows: Sm TGR inh	HCV inhibitor	Pf growth 48h	TbPYK inhibitor	Pf growth 96h	LmPK inhibitor
> COc1ccc(C(=O)Cc2ccc(OC)c(OC)c2)c(OC)c1
    -10.9%	?	-5.5%	-1.6%	·	11.6%
> CCN1CCN(C(=O)c2c(-c3c(Cl)cccc3Cl)noc2C)CC1
    1.4%	4.7%	-15.4%	-7.3%	0.5%	3.7%
> Cc1cc(S(=O)(=O)NC2CCCCC2)ccc1OCC(=O)NCC1CCCO1 (stereo not given)
    5.8%	0.4%	-5.3%	-1.3%	41.5%[activator][5.75 µM]	1.6%
